Assay outcomes: PubChem BioAssay, several laboratories
PolyA inh = polyadenylation inhibitors in yeast reporter cells, primary screen, luminescence, S. cerevisiae; S. cerevisiae SKY197-pL101 polyadenylation reporter, beta-gal luminescence; efflux-impaired pdr1/pdr3 knockout yeast; score 100 = 6 SD above DMSO; calls only at 12 µM; 300,000 compounds, 0.02% hits; AID 1875, 2009;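 active = lowest replicate activity score at least 50, where 100 means six control SD above control mean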;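 note: yeast exposed to compound for 9 h at 30 °C; higher score means more reporter readthrough which indicates perturbed polyadenylation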
TRPC6 activator = mouse TRPC6 channel activators, primary screen, cell-based, HEK293, membrane potential dye; Short transient receptor potential channel 6 (Mus musculus), Q61143; HEK293-TRPC6 membrane potential dye fluorescence; stronger effect = higher value; B-score at 10 µM; 310,000 compounds, 0.13% hits; AID 2550, 2010;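 active = B-score of the integrated fluorescence ratio above library mean plus 3 SD, and starting fluorescence ratio within library mean plus 5 SD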;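 note: higher score means more depolarization so channel activation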
Target sequence (Q61143 whole entry, looked up): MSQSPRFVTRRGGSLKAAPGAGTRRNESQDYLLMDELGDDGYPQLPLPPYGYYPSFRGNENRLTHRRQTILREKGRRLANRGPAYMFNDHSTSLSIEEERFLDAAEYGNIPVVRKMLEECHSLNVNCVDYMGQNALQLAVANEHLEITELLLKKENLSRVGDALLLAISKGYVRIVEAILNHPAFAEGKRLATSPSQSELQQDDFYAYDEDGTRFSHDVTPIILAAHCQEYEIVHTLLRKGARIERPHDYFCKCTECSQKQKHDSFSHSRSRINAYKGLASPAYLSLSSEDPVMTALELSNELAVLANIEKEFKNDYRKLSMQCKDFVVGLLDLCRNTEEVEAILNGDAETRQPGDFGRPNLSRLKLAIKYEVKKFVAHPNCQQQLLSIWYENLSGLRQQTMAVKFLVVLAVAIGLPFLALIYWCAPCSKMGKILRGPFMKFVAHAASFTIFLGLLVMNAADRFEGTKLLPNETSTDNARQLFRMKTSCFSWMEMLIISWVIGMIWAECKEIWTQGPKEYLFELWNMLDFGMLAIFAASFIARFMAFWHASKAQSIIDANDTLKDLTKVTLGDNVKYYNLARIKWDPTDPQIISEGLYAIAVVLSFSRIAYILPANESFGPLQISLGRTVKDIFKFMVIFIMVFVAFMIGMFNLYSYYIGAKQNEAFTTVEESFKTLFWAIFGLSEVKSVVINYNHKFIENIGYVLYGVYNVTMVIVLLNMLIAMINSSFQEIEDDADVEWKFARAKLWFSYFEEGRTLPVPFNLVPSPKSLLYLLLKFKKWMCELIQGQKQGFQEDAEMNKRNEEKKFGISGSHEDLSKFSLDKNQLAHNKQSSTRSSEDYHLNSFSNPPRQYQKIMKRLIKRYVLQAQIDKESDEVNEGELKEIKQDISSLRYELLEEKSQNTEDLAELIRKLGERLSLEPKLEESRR
TRPC4 potent = positive allosteric modulators of TRPC4, primary screen, cell-based, mouse TRPC4beta, HEK293 mu-opioid, Fluo-4 calcium | DAMGO EC20, Fluo-4 Ca2+ flux; stronger effect = higher value | B-score at 10 µM | 310,000 compounds, 0.42% hits | AID 2227, 2009;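 active = B-score of calcium response area above 5 SD of library B-scores, with initial fluorescence ratio within 5 SD of library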;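 note: B-score of integrated fluorescence ratio over time as area under calcium response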
MrgX1 agonist = agonists of human MrgX1 receptor, primary screen, HEK293 cells, Fluo-4 calcium flux; Mas-related G-protein coupled receptor member X1 (Homo sapiens), Q96LB2; Fluo-4 calcium fluorescence, agonist mode; stronger effect = higher value; B-score at 10 µM; 310,000 compounds, 0.44% hits; AID 588627, 2011;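 active = calcium response B-score plate-corrected fluorescence ratio at least 3 library SD, with starting fluorescence B-score inside 5 SD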
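Assay system: stable human MrgX1 HEK293 cell line. Quantity: 15,000 cells per well. Schedule: cells plated overnight, dye loaded 0.5 h 37 °C, 0.5 h room temperature. Detection: Fluo-4 NW calcium-flux fluorescence, kinetic read. Read-out basis: peak-minus-minimum fluorescence over baseline, converted to B scores. Control set: positive and negative control wells on each plate.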
TRPC4 block = inhibitors of mouse TRPC4 channel, primary screen, Fluo4 calcium, HEK293 TRPC4beta/mu-opioid cells | DAMGO-evoked Fluo4 calcium flux; stronger effect = lower value | B-score at 10 µM | 300,000 compounds, 0.39% hits;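 active = B-score over 3 SD under the library average, no early fluorescence shift, positive overall ratio signal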
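test system = HEK293 cells with stable TRPC4beta plus mu-opioid receptor expression | detection = Fluo4 Ca2+ flux fluorescence | read-out = integrated fluorescence ratio relative to baseline, converted to per-well B score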
HIF activator = HIF pathway transcriptional activators, primary screen, cell-based, U2OS HRE-luciferase, luminescence. 300,000 compounds, 0.32% hits. U2OS HRE-luciferase reporter; normalized: DMSO 0%, desferrioxamine 100%. activation, % at 7.5 µM (by protocol);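 active = mean activation of at least 10% of the iron chelator positive control signal, with at least half of replicates also reaching 10%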
TRPC4 act = activators of mouse TRPC4 channel, primary screen, Fluo4 calcium, HEK293 TRPC4beta/mu-opioid cells; Short transient receptor potential channel 4 (Mus musculus), Q9QUQ5; Fluo4 calcium fluorescence; stronger effect = higher value; B-score at 10 µM; 310,000 compounds, 0.49% hits;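 active = B-score above 5 SD of library B-scores, and initial fluorescence ratio not above library mean plus 5 SD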;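 note: positive B-score marks a calcium rise read as TRPC4 activation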
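Material: HEK293 stable line with TRPC4beta plus mu-opioid receptor; technique: Fluo4 calcium-sensitive dye fluorescence, kinetic, 1 Hz baseline; timing: Fluo4 dye loading 45 min at room temperature, 110 s recording; controls: assay buffer as low control, maximal DAMGO as high control; read-out: integrated baseline-normalised fluorescence ratio, converted to per-well B score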
MrgX1 PAM = positive allosteric modulators of MrgX1, primary screen, HEK293 cells, Fluo-4 calcium flux. B-score at 10 µM. AID 588675, 2011. 310,000 compounds, 0.63% hits. Mas-related G-protein coupled receptor member X1 (Homo sapiens), Q96LB2. FDSS; stronger effect = higher value;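 active = plate-corrected calcium response at least 3 library SD above typical, normal starting fluorescence, not activating the receptor alone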;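 note: compound read alongside a low EC10 to EC30 dose of BAM8-22 agonist; peak minus trough fluorescence over baseline measured at the second addition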
AI-2 QS mod = Vibrio harveyi AI-2 quorum sensing modulators, primary screen, JMH597 strain, luminescence/OD600 ratio; Vibrio harveyi JMH597 AI-2 luminescence/OD600 ratio, 9 h; stronger effect = lower value; strain lacks LuxN and CqsS sensors; 0 = neutral-control median; activity change, % at 7.5 µM; 300,000 compounds, 0.4% hits; in the data active = activity change below about -75%, passing the limit was not always enough;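 note: luminescence divided by OD600 gain over 9 h not by final OD600 alone; inactives centre near 13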
MrgX1 antag = antagonists of human MrgX1 receptor, primary screen, HEK293 cells, Fluo-4 calcium flux | Mas-related G-protein coupled receptor member X1 (Homo sapiens), Q96LB2 | BAM8-22 antagonism; stronger effect = lower value | B-score at 10 µM | 310,000 compounds, 1.3% hits | AID 588676, 2011;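 active = calcium-response B-score plate-corrected more than 3 library SD below zero, starting fluorescence within 5 deviations, no agonist response on first addition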;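 note: peak minus trough fluorescence over baseline after final BAM8-22 challenge near maximal dose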
TRPC6 inhibitor = mouse TRPC6 channel inhibitors, primary screen, cell-based, HEK293, membrane potential dye | Short transient receptor potential channel 6 (Mus musculus), Q61143 | ACh-evoked depolarization; stronger effect = lower value | B-score at 10 µM | 310,000 compounds, 1.1% hits;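 active = B-score under library mean minus 3 SD, initial fluorescence not abnormally high, positive integrated signal ratio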;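 note: B-score derived from integrated fluorescence ratio over the kinetic read; more negative B-score means stronger inhibition of depolarization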
* = called active by the depositor; i = inactive; . = no result given.

SMILES | PolyA inh | TRPC6 activator | TRPC4 potent | MrgX1 agonist | TRPC4 block | HIF activator | TRPC4 act | MrgX1 PAM | AI-2 QS mod | MrgX1 antag | TRPC6 inhibitor
N/C(CC(=O)NCCOc1ccccc1)=N\O | i | i | i | i | i | 0.1 | i | i | 8 | i | i
Cc1occc1C(=O)NNC(=S)Nc1cccc([N+](=O)[O-])c1 | i | i | i | i | i | 0.6 | i | i | 11 | i | i
N#CC1(c2ccccc2)CCCN1C(=O)c1ccco1 (stereo not given) | i | i | i | i | i | -0.2 | i | i | 4 | i | i
Cc1c(-c2nnc(SCC(=O)O)n2-c2ccccc2Br)nnn1-c1ccccc1 | i | i | i | i | i | 0.3 | i | i | 29 | i | i
C=CCn1c(=O)c2ccccc2n2c(SCC(=O)Nc3sc(C(=O)N(CC)CC)c(C)c3C(=O)OCC)nnc12 | i | i | i | i | i | -0.3 | i | i | 30 | i | i
Cc1cc(N2CCOCC2)nc2ccc(NC(=O)CCC(=O)N3CCN(c4ccc(F)cc4)CC3)cc12 | i | i | i | i | i | 1.3 | i | i | 12 | i | i
CCCS(=O)(=O)N1CCCC(C(=O)NCCCN(Cc2ccccc2)C(C)C)C1 (stereo not given) | i | i | i | i | i | 0.1 | i | i | 29 | i | i
CCC1CCCCN1C(=O)c1ccc([N+](=O)[O-])o1 (stereo not given) | i | i | i | i | i | 0.8 | i | i | 13 | i | i
COc1cccc(C(=O)N=c2sc3c(C)ccc(OC)c3n2C)c1 | i | i | i | i | i | 4.8 | i | i | -1 | i | i
Cc1ccc(N2CCN(CC(O)COC3CCCCC3)CC2)cc1 (stereo not given) | i | i | i | i | i | -0.4 | i | i | 26 | i | i
COC(=O)C1=C(C)NC(=O)NC1c1ccc2ccccc2c1 (stereo not given) | i | i | i | i | i | -1.0 | i | i | . | i | i
CCN1CCN(CCCNC(=O)CCC(=O)N2CCOc3ccc(Cl)cc32)CC1 | i | i | i | i | i | 0.0 | i | i | 22 | i | i
O=C(Cn1c2ccccc2c(=O)c2cc([N+](=O)[O-])ccc21)Nc1ccccc1Cl | i | i | i | i | i | -0.1 | i | i | 18 | i | i
COc1ccc(C(C)(C)C)cc1NC(=O)c1ccc[n+]([O-])c1 | i | i | i | i | i | -0.5 | i | i | 4 | i | i
CCN1CCN(c2ccc(S(=O)(=O)N3CCCC3)cn2)CC1 | i | i | i | i | i | 0.1 | i | i | 4 | i | i
O=C(CCc1ccc(S(=O)(=O)N2CCOCC2)cc1)Nc1nc(COc2ccccc2)cs1 | i | i | i | i | i | 0.3 | i | i | 19 | i | i
Cc1cccc(C(=O)NCC(=O)N2CCCC2)c1 | i | i | i | i | i | 0.7 | i | i | 13 | i | i
c1ccc(CCc2nn3c(Cc4ccccc4)nnc3s2)cc1 | i | i | i | i | i | 0.2 | i | i | 23 | i | i
COc1ccccc1C(CNC(=O)COc1cc(C)ccc1Cl)N1CCCC1 (stereo not given) | i | i | i | i | i | 0.2 | i | i | 4 | i | i
Nc1nnc(-c2ccc(Cl)c([N+](=O)[O-])c2)s1 | i | i | i | i | i | -0.2 | i | i | 13 | i | i
Cc1ccn2c(=O)nc(SCC(=O)N3CCCC3)nc2c1 | i | i | i | i | i | 0.0 | i | i | 11 | i | i
CC(C)Oc1ccc(/C(O)=C2/C(=O)C(=O)N(CCN3CCNCC3)C2c2ccc(C(C)C)cc2)cc1 (stereo not given) | i | i | i | i | i | -1.9 | i | i | 46 | i | i
COc1ccc2[nH]cc(CCNC(=O)C3CC(=O)N(c4ccc(Cl)cc4)C3)c2c1 (stereo not given) | i | i | i | i | i | 0.6 | i | i | 2 | i | i
Cn1nnc(NC(=O)c2ccco2)n1 | i | i | i | i | i | 0.1 | i | i | 6 | i | i
O=C1CCN(Cc2ccc([N+](=O)[O-])cc2)CCN1CCO | i | i | i | i | i | -2.3 | i | i | 23 | i | i

Reprinted from the part before: 2 compounds, followed by the next part.
SMILES | PolyA inh | TRPC6 activator | TRPC4 potent | MrgX1 agonist | TRPC4 block | HIF activator | TRPC4 act | MrgX1 PAM | AI-2 QS mod | MrgX1 antag | TRPC6 inhibitor
Cn1nnc(NC(=O)c2ccco2)n1 | i | i | i | i | i | 0.1 | i | i | 6 | i | i
O=C1CCN(Cc2ccc([N+](=O)[O-])cc2)CCN1CCO | i | i | i | i | i | -2.3 | i | i | 23 | i | i
CCOC(=O)c1c(NC(=O)CC(C)C)sc(C(C)=O)c1C | i | i | i | i | i | -0.4 | i | i | 25 | i | i
CCCc1nnc(SCC(=O)N(CC)CC)n1CC1CCCO1 (stereo not given) | i | i | i | i | i | -0.5 | i | i | 4 | i | i
COc1ccc(NC(=O)c2cc(OC)c(OC)cc2OC)c(S(=O)(=O)N2CCOCC2)c1 | i | i | i | i | i | -0.1 | i | i | 3 | i | i
CN1CCN(Cc2c(O)ccc3cc(-c4ccccn4)c(=O)oc23)CC1 | i | i | i | i | i | 0.1 | i | i | 12 | i | i
COc1ccc(OC)c(NC(=O)C23CC4CC(C2)CC(n2cnc(Br)n2)(C4)C3)c1 | i | i | i | i | i | 0.0 | i | i | 15 | -5.2* | i
COc1cc(S(=O)(=O)N2CCOCC2)ccc1NC(=O)c1cc2c(s1)CCC2 | i | i | i | i | i | -0.7 | i | i | 4 | i | i
COc1cccc(C2CC(C(F)(F)F)n3ncc(C(=O)O)c3N2)c1 (stereo not given) | i | i | i | i | i | 0.1 | i | i | 13 | i | i
Cc1oc2c(CN3CCCCC3)c(O)ccc2c(=O)c1-c1ccc(Br)cc1 | i | i | i | i | i | -1.2 | i | i | 17 | i | i
C/C(=N/N1CCN(Cc2ccccc2)CC1)c1ccc(Br)cc1 | i | i | i | i | i | -0.3 | i | i | 6 | i | i
Cn1c(-c2ccc(F)cc2)cnc1SCC(=O)N1CCCc2ccccc21 | i | i | i | i | i | -0.2 | i | i | 9 | i | i
Cc1ccc(-n2c(SCC(N)=O)nnc2-c2ccccn2)cc1 | i | i | i | i | i | -0.3 | i | i | 17 | i | i
COCCNC(=S)N/N=C/c1ccc([N+](=O)[O-])cc1 | i | i | i | i | i | -0.2 | i | i | 24 | i | i
c1ccc(Cn2c[n+](Cc3ccccc3)cn2)cc1 | i | i | i | i | i | -0.2 | i | i | 1 | i | i
NNC(=S)Nc1ccc(OC(F)(F)F)cc1 | i | i | i | i | i | -0.2 | i | i | 6 | i | i
Cc1c(NC(=O)CCSCCc2ccccn2)cccc1[N+](=O)[O-] | i | i | i | i | i | -0.1 | i | i | 2 | i | i
CCOCC(=O)Nc1ccc(S(=O)(=O)Nc2nccs2)cc1 | i | i | i | i | i | -1.5 | i | i | 5 | i | i
COc1ccc(Oc2coc3cc(O)ccc3c2=O)cc1 | i | i | i | i | i | -0.2 | i | i | -94* | i | i
CCC(=O)NC1(C(F)(F)F)C(=O)NC(C)=C1C#N (stereo not given) | i | i | i | i | i | 1.1 | i | i | 32 | i | i
Cc1ccc(S(N)(=O)=O)cc1NC(=O)/C=C/c1cccs1 | i | i | i | i | i | 0.1 | i | i | 15 | i | i
COc1cccc(-c2cc(=O)c3cc(NC(=O)c4ccccc4)ccc3[nH]2)c1 | i | i | i | i | i | 1.2 | i | i | 51 | i | i
CCC1=C(OC(=O)N(CC)CC)N2C(=O)OC(=NCc3ccccc3)[C@]2(C)[C@H]2C1=CC[C@H]1C(=O)N(c3ccccc3)C(=O)[C@H]12 | i | i | i | i | i | -0.4 | i | i | 3 | i | i
CN(c1ccc(C(=O)NC2CC2)cc1)S(=O)(=O)c1ccccc1 | i | i | i | i | i | -19 | i | i | 3 | i | i
Cn1ccnc1C(=O)c1ccc(S(=O)(=O)N2CCCC2)cc1 | i | i | i | i | i | 2.0 | i | i | 10 | i | i
Cc1ccc(CN2CCN(CC(=O)N=Nc3c(O)[nH]c4ccccc34)CC2)cc1 | i | i | i | i | i | -0.4 | i | i | 7 | i | i
COc1cc(/C=N/NC(=O)c2cc(-c3cccc(Br)c3)nc3ccccc23)cc(OC)c1O | i | i | i | i | i | 0.0 | i | i | 19 | i | i

Following part.
SMILES | PolyA inh | TRPC6 activator | TRPC4 potent | MrgX1 agonist | TRPC4 block | HIF activator | TRPC4 act | MrgX1 PAM | AI-2 QS mod | MrgX1 antag | TRPC6 inhibitor
CC(C)(C)c1ccccc1OCC(=O)NCc1ccccc1 | i | i | i | i | i | -2.1 | i | i | 30 | i | i
CCOC(=O)N1CCN(C(=O)c2ccc(Cl)c(S(=O)(=O)Nc3ccccc3)c2)CC1 | i | i | i | i | i | 0.4 | i | i | 6 | i | i
COc1cc(C(=O)NC(CCSC)C(=O)OCC(=O)NC(=O)C2CCCCC2)cc(OC)c1OC (stereo not given) | i | i | i | i | i | 0.6 | i | i | 0 | i | i
COc1ccc(/C=C2\CCCC3C2=NN(C(=O)CSc2n[nH]c(N)n2)C3c2ccc(OC)cc2)cc1 (stereo not given) | i | i | 12* | i | i | -0.3 | i | i | 27 | i | i
O=C1NN=C(CSc2n[nH]c(=S)s2)CS1 | i | i | i | i | i | -0.4 | i | i | 21 | i | i
CCOC(=O)C1=C(Nc2ccc(Cl)cc2)OCC1=O | i | i | i | i | i | -0.2 | i | i | 10 | i | i
Cc1cc(OCCCCN2C(=O)NC(C)(C)C2=O)ccc1[N+](=O)[O-] | i | i | i | i | i | 0.7 | i | i | 25 | i | i
COc1cc(/C=N/NC(=O)CCC(=O)NC2CCCCC2)ccc1C | i | i | i | i | i | 0.4 | i | i | 27 | i | i

The list is partial (hit frequency here may not be typical).
